bCat KO growth = primary screen for growth suppressors in beta-catenin knockout HCT116 cells (colon tumor, human); HCT116 beta-catenin knockout viability, CellTiter-Glo, 60 h; hits give low values; viability, % at 10 µM; 140,000 tested, 1.5% active; AID 818, 2007;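 active = viability at or under a set limit, the compound median less 4 SD, cut at about 6% in these data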;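 note: 0% = Hyamine 1622 control at 20 µM and 100% = untreated cell control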
PTEN del growth = growth suppression of PTEN-null HCT116, primary screen, cell-based, CellTiter-Glo | AID 827, 2007 | viability, % at 10 µM | 140,000 tested, 1.2% active | HCT116 PTEN-null viability, 60 h; hits give low values;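 active = viability at or below a set limit, 4 SD under the median of all tested compounds, cut at about 3.7% in these data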;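 note: PTEN knockout HCT116 line with beta catenin targeted HCT116 as companion control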
Yeast lifespan up = compounds extending yeast replicative lifespan, primary screen, S. cerevisiae, OD615; AID 775, 2007; 130,000 tested, 0.68% active; S. cerevisiae growth with nicotinamide; deaD strain in restrictive glucose medium; inhibition of the nicotinamide effect, % at 10 µM;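 active = inhibition above a set limit, placed 3 SD over the median of all compounds, cut at about 26% in these data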;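 note: 0% = nicotinamide-treated wells and 100% = cells grown without nicotinamide; some compounds called inactive have numbers as strong as hits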
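Buffer or medium: CSMM-D glucose medium, restrictive; test system: modified budding yeast, DeaD strain; compound: single dose 10 µM compound, 0.25% DMSO; schedule: culture preincubation 4 h, compound exposure 48 h, both 30 °C; detection: optical density (absorbance) at 615 nm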
E-sel TNF inh = E-selectin induction blockers in HUVEC – imaging, immunofluorescence, high content, primary screen | inhibition, % at 2 µM | HUVEC TNFa-induced E-selectin immunofluorescence | AID 1246, 2008 | 120,000 tested, 0.71% active;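 active = inhibition above the batch mean plus 3 SD, and confirmed as a hit on visual image review, cut at about 43% in these data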;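 note: 0% = TNF-stimulated DMSO wells and 100% = unstimulated control wells; not every result past the cut was called active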
Phagocytosis inh = inhibitors of macrophage phagocytosis, primary screen, imaging, J774A.1 cells, IgG beads. inhibition, % at 5 µM. 110,000 tested, 0.07% active. J774A.1 macrophage IgG-bead phagocytosis;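 active = inhibition above the mean of the plate negative controls plus 5 SD, cut at about 13% in these data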;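 note: phagocytic index as fraction of beads internalized from green versus red external bead signal; plate controls were DMSO negative control for no effect and cytochalasin-D positive control for full effect; some results beyond the cut were filed as inactive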
Measles CPE = compounds protecting cells from measles virus cytopathic effect, primary screen, measles RdRp inhibitor project, single point, MLSMR library, absorbance; Measles virus-infected cells, CPE protection; protection (pct of control), % at 4 µM; 140,000 tested, 1.5% active; AID 841, 2007; in the data active = protection mostly above about 24%, no sharp cut-off; inactive = mostly below about 26%; note: some compounds called inactive have numbers as strong as hits
GALR2 blocker = GALR2 antagonists in receptor-expressing cells, primary screen; Galanin receptor type 2 (Homo sapiens), O43603; antagonist mode; inhibition, % at 4 µM; 140,000 tested, 0.39% active; AID 828, 2007; in the data active = inhibition above about 27%;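 note: cells stimulated with galanin 1-16 at roughly its EC80; 0% = agonist challenge control and 100% = basal control without agonist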
Target sequence (O43603 whole entry, looked up): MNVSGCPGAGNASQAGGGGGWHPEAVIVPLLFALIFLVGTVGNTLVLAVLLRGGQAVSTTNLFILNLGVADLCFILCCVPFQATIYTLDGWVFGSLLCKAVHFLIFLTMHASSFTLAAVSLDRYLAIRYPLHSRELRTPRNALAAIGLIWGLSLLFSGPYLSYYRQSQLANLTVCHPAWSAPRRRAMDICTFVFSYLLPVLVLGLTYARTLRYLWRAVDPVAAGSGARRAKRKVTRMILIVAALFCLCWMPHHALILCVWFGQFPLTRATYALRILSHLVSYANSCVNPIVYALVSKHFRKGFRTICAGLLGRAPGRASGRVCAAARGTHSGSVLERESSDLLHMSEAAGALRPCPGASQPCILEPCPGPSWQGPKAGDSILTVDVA
MRP1 act = H69AR viability gain despite doxorubicin, primary screen, MRP-1 activator project, H69AR cells, CellTiter-Glo; 140,000 tested, 0.61% active; viability rescue; viability increase, % at 10 µM;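 active = viability gain under doxorubicin at or above a set limit, the compound median plus 3 SD, cut at about 4.7% in these data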;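 note: MRP-1 overexpressing cells given doxorubicin 25 µM after compound pretreatment; 18-22 h compound pretreatment then 72 h with doxorubicin before readout; 0% = doxorubicin-only wells and 100% = vehicle-treated cells without doxorubicin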
Yeast growth inh = growth inhibitors of yeast BB579 in restrictive medium, primary screen, yeast lifespan-shortening project, S. cerevisiae. inhibition, % at 10 µM. AID 804, 2007. OD615, 48 h. 140,000 tested, 0.51% active;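 active = inhibition above a set limit, 3 SD over the mean compound inhibition, cut at about 44% in these data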; note: inactives centre near -24
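Test system: DeaD yeast strain BB579 / Buffer or medium: restrictive glucose-based CSMM-D medium / Doses: single 10 µM dose / Schedule: 4 h cell preincubation, 48 h compound exposure, 30 °C humidified / Technique: culture absorbance at 615 nm / Controls: amphotericin B positive control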
NPY-Y2 antag = NPY-Y2 receptor antagonists, primary screen, cell-based; inhibition, % at 2.7 µM; Neuropeptide Y receptor type 2 (Homo sapiens), P49146; AID 793, 2007; NPY-Y2 expressing cells, antagonist mode; 140,000 tested, 0.99% active; in the data active = inhibition above about 17%;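 note: 0% = vehicle with agonist challenge and 100% = reference antagonist with challenge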
Target sequence (P49146 whole entry, looked up): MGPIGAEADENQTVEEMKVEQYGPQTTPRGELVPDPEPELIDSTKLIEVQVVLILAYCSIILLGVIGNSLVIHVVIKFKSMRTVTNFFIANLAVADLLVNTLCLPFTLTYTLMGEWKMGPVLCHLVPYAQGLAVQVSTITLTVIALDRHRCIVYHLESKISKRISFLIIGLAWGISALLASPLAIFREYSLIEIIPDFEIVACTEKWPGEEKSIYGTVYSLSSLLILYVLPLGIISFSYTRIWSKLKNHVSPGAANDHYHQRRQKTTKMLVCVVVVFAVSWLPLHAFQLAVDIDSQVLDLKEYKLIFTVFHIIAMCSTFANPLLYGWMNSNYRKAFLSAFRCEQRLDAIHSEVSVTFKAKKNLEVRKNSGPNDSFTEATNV
An asterisk follows results filed as active; nt = not tested or not shown.

smiles	PTEN del growth	bCat KO growth	Measles CPE	Yeast growth inh	MRP1 act	NPY-Y2 antag	E-sel TNF inh	GALR2 blocker	Yeast lifespan up	Phagocytosis inh
COc1ccc(NC(=S)N(CCCN2CCOCC2)Cc2cn(C)c3ccccc23)cc1OC	90	96	14	-23	-3.2	1	6	9	0	-7
COc1ccccc1CNC(=O)c1ccccc1NS(C)(=O)=O	101	93	4	-15	-0.1	0	1	8	-3	-2
Cc1ccccc1OCCCN1C(=O)C(=O)c2cccc(C)c21	44	53	18	83*	-4.7	4	nt	-1	-16	0
CCOC(=O)N1CCN(c2cc(NCCC(=O)O)c3c4c(onc24)-c2ccccc2C3=O)CC1	94	89	11	-33	-3.6	-2	-66	6	20	-4
Cc1ccccc1C(=O)NC(=S)Nc1ccccc1C(F)(F)F	86	88	13	2	0.9	4	-3	-9	-13	nt
Fc1cccc(CO/N=C/c2c(-c3ccccc3)nc3ccc(Cl)cn23)c1	93	98	30	-47	3.3	1	-28	-3	4	0
CCOC(=O)C1CCN(C(=O)Nc2ccc3snnc3c2)CC1	98	91	19	-16	-0.3	1	nt	0	nt	-1
COc1ccc(OC)c(/C=C2\SC(=S)N(Cc3cccnc3)C2=O)c1	16	9	9	-23	-3.7	6	nt	1	10	-7
CCN(NC(=O)C(O)(c1ccc(F)cc1)c1ccc(F)cc1)C(=O)c1ccccc1	83	84	10	-4	0.0	25*	nt	0	0	-2
COc1nc(NS(=O)(=O)c2ccc(C)cc2)nc(C)c1Cl	95	84	21	-10	-1.4	6	-12	9	3	0
S=C(NCCc1ccccc1)Nc1ccccc1Cl	88	86	4	-24	-4.0	3	4	-2	-6	-9
O=C(CSc1ncn(-c2ccccc2)n1)Nc1nccs1	95	87	13	-72	-1.8	1	1	-5	-8	-1
O=C(CN(C(=O)CCNC(=O)c1ccco1)c1ccccc1)NC1CCCC1	96	104	13	1	-2.6	2	-20	-18	-4	-2
COC(=O)c1ccc(N2CCN(S(=O)(=O)c3ccc(Br)cc3)CC2)c([N+](=O)[O-])c1	77	79	30	-38	1.0	-1	nt	-6	-8	0
COc1ccc(Cl)cc1NC(=O)CSc1nnc(Cn2c(=O)sc3ccccc32)n1C	99	95	27	-41	-1.1	1	-9	5	-3	nt

Going on with the list.
smiles	PTEN del growth	bCat KO growth	Measles CPE	Yeast growth inh	MRP1 act	NPY-Y2 antag	E-sel TNF inh	GALR2 blocker	Yeast lifespan up	Phagocytosis inh
C(=C\c1ccccc1)/C=N/n1cnnc1	99	96	8	-27	-2.3	2	nt	-5	-4	0
COC(=O)c1cc(Br)c(=O)n(Cc2ccc3c(c2)OCO3)c1	97	101	5	-22	-0.4	1	nt	8	-6	0
CCNC(=O)CC(=O)Nc1ccccc1C(=O)O	105	102	12	-64	0.9	1	-14	7	1	-2
O=C(NCCO)c1ccc(CSc2nc3ccccc3[nH]2)cc1	96	89	7	-46	-0.7	1	nt	-6	7	-11
C/C(=N/NC(=O)CNc1ccc(C)cc1)c1ccc(Cl)cc1	96	97	8	-3	1.6	-1	nt	-6	-8	-2
COc1ccc(OC)c(CCNC(=O)CS(=O)(=O)Cc2nc(-c3ccc(C)cc3)oc2C)c1	87	66	14	-27	-2.5	11	nt	-9	-7	nt
Cc1ccc(N=C2N=C(N)c3ccccc32)c(C)c1	67	68	20	-24	-3.0	4	-19	-1	-5	0
CC1=CC(C)(C)n2c(O)c(N=NC(N)=S)c3c(C)ccc1c32	35	47	8	-10	-3.2	1	nt	-4	1	-3
CCc1ccc(OCCNC(=O)c2cc(SC)ccc2Cl)cc1	92	98	5	-7	-1.7	5	-11	0	-23	0
CCCCCn1c(Br)nc2c1c(=O)n(CC(N)=O)c(=O)n2C	94	98	5	-14	-1.2	0	4	9	-6	1
C/C(=N\Nc1nc(N)cc(Cl)n1)c1cccc(N)c1	102	97	7	-44	-1.4	3	nt	17	2	12
CCOC(=O)c1sc(NC(=O)COC(=O)C(CCSC)NC(C)=O)nc1C (centres undefined)	91	89	18	-45	-3.8	3	nt	-7	2	-6
Cc1cccc(-c2nsc(SCC(=O)Nc3cc(C)on3)n2)c1	57	54	8	-2	-0.3	-1	3	-6	-15	-2
CCOc1ccccc1NC(=O)C1CCCN(S(=O)(=O)c2ccc(OC)c(C)c2)C1 (centres undefined)	76	78	3	-46	-1.4	3	15	10	-6	-2
NS(=O)(=O)c1ccc(Nc2nc(-c3ccc(O)cc3)cs2)cc1	94	107	9	-12	-1.7	-3	-10	10	9	3

(cont.)
smiles	PTEN del growth	bCat KO growth	Measles CPE	Yeast growth inh	MRP1 act	NPY-Y2 antag	E-sel TNF inh	GALR2 blocker	Yeast lifespan up	Phagocytosis inh
CCOc1ccc(C)cc1S(=O)(=O)N1CCCCC1	84	78	19	-17	-1.1	2	13	7	-5	0
Cc1cc(C)c2c(-n3cccc3)c(C(=O)NNS(=O)(=O)c3ccc(Br)cc3)sc2n1	97	105	22	-24	-3.0	6	39	-7	50	nt
CCOC(=O)C1C(=O)NC(SCC(=O)Nc2nccs2)=C(C#N)C1c1ccccc1OCC (centres undefined)	79	87	3	-10	-4.7	-2	-7	4	27*	nt
CCCc1nnc(NC(=O)Cn2c(=O)sc3ccccc32)s1	97	89	11	-36	-1.6	11	nt	0	-14	-1
O=C(N/N=C/C=C/c1ccc2c(c1)OCO2)c1ccc([N+](=O)[O-])cc1	87	91	13	-95	-1.4	-3	2	-3	-8	0
CCOCCCNC(=S)N1C2CCC1CC(NC(=O)NC13CC4CC(CC(C4)C1)C3)C2 (centres undefined)	96	89	1	-41	-0.9	2	16	-4	-4	0
COCCN(CCOC)S(=O)(=O)c1ccc(C(=O)Nc2nnc(C)o2)cc1	102	93	2	-17	-2.8	1	9	5	-1	2
CC1CC(CC(C)C(=O)Nc2nncs2)C(=O)O1 (centres undefined)	98	97	36	0	-0.9	2	23	0	-9	1
O=C(N/N=C/c1ccc2cccc(OCc3ccccc3)c2n1)c1ccc(Cl)cc1	64	75	3	-47	-1.3	3	-6	-1	-1	-1
O=C(Nc1cccc2nsnc12)C1CC(=O)N(c2ccccc2)C1 (centres undefined)	113	103	12	-59	-2.3	0	nt	0	-11	-3
CCCS(=O)(=O)N1CCN(c2ccccc2F)CC1	107	101	7	-23	1.3	3	-7	-8	-9	9
Cc1[nH]c(=O)c(C#N)c2c1CSC(C)(C)C2	94	99	8	-16	-2.3	1	5	3	-2	nt
Cc1ccc(Oc2nc3ccccc3n3cccc23)cc1	78	88	12	-14	-1.4	6	nt	5	-15	0
Cc1ccc(-c2csc(=Nc3cccnc3)n2CCCn2ccnc2)cc1C	44	51	33	-20	-4.1	7	nt	-1	8	nt
CC(=O)C1=C(C)NC(SCC(=O)c2ccc(-c3ccccc3)cc2)=C(C#N)C1c1cccnc1 (centres undefined)	18	21	3	-53	-3.0	0	14	3	-22	nt

Compound profiles (already shown). Order of values: PTEN del growth, bCat KO growth, Measles CPE, Yeast growth inh, MRP1 act, NPY-Y2 antag, E-sel TNF inh, GALR2 blocker, Yeast lifespan up, Phagocytosis inh
Cc1ccc(-c2csc(=Nc3cccnc3)n2CCCn2ccnc2)cc1C reads 44, 51, 33, -20, -4.1, 7, nt, -1, 8, nt
O=C(Nc1cccc2nsnc12)C1CC(=O)N(c2ccccc2)C1 (centres undefined) reads 113, 103, 12, -59, -2.3, 0, nt, 0, -11, -3
CCOC(=O)C1C(=O)NC(SCC(=O)Nc2nccs2)=C(C#N)C1c1ccccc1OCC (centres undefined) reads 79, 87, 3, -10, -4.7, -2, -7, 4, 27*, nt
CCOCCCNC(=S)N1C2CCC1CC(NC(=O)NC13CC4CC(CC(C4)C1)C3)C2 (centres undefined) reads 96, 89, 1, -41, -0.9, 2, 16, -4, -4, 0
Cc1[nH]c(=O)c(C#N)c2c1CSC(C)(C)C2 reads 94, 99, 8, -16, -2.3, 1, 5, 3, -2, nt

Returning to the listing with the 2 entries that preceded the break.
smiles	PTEN del growth	bCat KO growth	Measles CPE	Yeast growth inh	MRP1 act	NPY-Y2 antag	E-sel TNF inh	GALR2 blocker	Yeast lifespan up	Phagocytosis inh
Cc1ccc(-c2csc(=Nc3cccnc3)n2CCCn2ccnc2)cc1C	44	51	33	-20	-4.1	7	nt	-1	8	nt
CC(=O)C1=C(C)NC(SCC(=O)c2ccc(-c3ccccc3)cc2)=C(C#N)C1c1cccnc1 (centres undefined)	18	21	3	-53	-3.0	0	14	3	-22	nt
CCn1c(NN)nc2sc3c(c2c1=O)CCC3	92	86	6	-38	-0.3	-1	-28	-2	-7	0
CCOCCn1c(CN2CCOCC2)nc2c1c(=O)[nH]c(=O)n2C	105	87	12	5	-0.7	0	0	9	-10	nt
COC(=O)C1=C(C)N(C)C(=S)NC1c1ccccc1 (centres undefined)	103	95	9	9	-0.7	2	nt	-5	2	2
COc1ccc(/C=N/NC(=O)Cc2cc(OC)c(OC)cc2[N+](=O)[O-])cc1	87	91	17	-28	0.2	3	-21	-4	-3	-11
COCCNC(=O)CCCC(=O)NCCOC	104	103	34	6	-0.1	-1	nt	14	-3	-4
COc1ccc(Cl)c(Cn2c(NCC(C)O)nc3c2c(=O)n(C)c(=O)n3C)c1 (centres undefined)	84	89	10	-24	-2.7	1	nt	-11	10	-2
O=C(COC(=O)[C@H](Cc1ccccc1)NC(=O)c1cccs1)Nc1c(Cl)cccc1Cl	91	92	4	-4	-1.2	3	-7	-17	-3	-13
COc1nc(N)c(S(=O)(=O)c2ccccc2)cc1C#N	92	104	21	-14	0.5	1	36	3	-13	0
Cc1cccc(N2CCN(C(=O)C(C)C)CC2)c1C	101	113	18	9	1.4	4	10	3	-14	0
COc1cc(NC(=O)c2ccccc2)c(OC)cc1Cl	78	92	6	-41	-5.1	2	-29	-3	nt	nt
Cn1c(-c2ccc(F)cc2)cnc1SCC(=O)NCc1ccco1	97	101	5	-52	-1.1	0	-2	-3	-5	-1
COC(=O)c1ccc(C(=O)OC)c(NC(=O)COc2ccccc2OC)c1	81	83	3	-38	-2.5	8	-23	7	-23	-1
OCCn1c(-c2ccc(F)cc2)csc1=Nc1ccccc1	58	60	4	-19	-1.1	3	-10	-5	1	1

Source: PubChem BioAssay (several laboratories)
